Tb PYK inh = qHTS of Trypanosoma Brucei Inhibitors; pyruvate kinase (Trypanosoma brucei), Q57TT1; TbPYK enzyme, Kinase-Glo Plus ATP luminescence, 45 min; Potency, µM (series often up to 76.8 µM), for inactives: at the top dose activity, negative = inhibition, actives largely listed as inhibitors; actives 0.12% (n = 410,000); AID 624173, 2012; note: potency is the fitted concentration of half-maximal effect; % is set by controls: 0 for no effect and ±100 for the full control effect; nearly all actives have a fitted effect of over 50% in size
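Readout: single end-point luminescence (Kinase-Glo Plus, 10 min). Reaction conditions were TbPYK/substrate plus 130 uM ADP, 45 min at RT, pH 7.2 TEA buffer. No-enzyme wells served as controls, and data were normalized before concentration-response fitting.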
LmPK inh = qHTS Assay for Inhibitors of Leishmania Mexicana Pyruvate Kinase (LmPK) | Q27686 | purified LmPK, Kinase-Glo ATP luminescence, 1 h | Potency, µM (highest dose often 57.5 µM), for the others: at the top dose activity change, negative = inhibition, usual class: inhibitors | actives 0.37% (n = 290,000) | AID 1721, 2009; note: potency is the fitted concentration of half-maximal effect; % is set by controls: 0 for no effect and ±100 for the full control effect
Target sequence (Q27686 whole entry, looked up): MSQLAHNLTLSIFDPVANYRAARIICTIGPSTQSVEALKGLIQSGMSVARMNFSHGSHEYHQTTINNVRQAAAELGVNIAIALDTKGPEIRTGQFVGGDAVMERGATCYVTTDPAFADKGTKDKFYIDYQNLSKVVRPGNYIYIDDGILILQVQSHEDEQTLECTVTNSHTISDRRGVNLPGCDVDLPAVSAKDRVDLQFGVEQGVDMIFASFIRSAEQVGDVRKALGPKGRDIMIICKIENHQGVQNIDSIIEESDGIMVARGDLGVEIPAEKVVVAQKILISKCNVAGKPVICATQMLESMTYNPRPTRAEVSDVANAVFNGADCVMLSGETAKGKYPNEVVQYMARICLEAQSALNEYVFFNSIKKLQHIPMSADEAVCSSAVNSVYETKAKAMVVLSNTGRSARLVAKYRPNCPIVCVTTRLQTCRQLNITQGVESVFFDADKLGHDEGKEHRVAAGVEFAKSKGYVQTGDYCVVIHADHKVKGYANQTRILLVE
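qHTS format; LmPK 0.1 nM; substrates PEP 0.5 mM and ADP 0.1 mM. One-hour room-temperature incubation, then coupled luciferase luminescence; 0.5 nM enzyme wells mark activation.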
Pf growth 48h = Primary qHTS for delayed death inhibitors of the malarial parasite plastid, 48 hour incubation; P. falciparum luciferase growth in erythrocytes, 48 h; Potency, µM (series often up to 28.7 µM), without a hit: at the top dose activity change, negative = inhibition, hits mostly inhibitors; actives 5.9% (n = 310,000); note: potency is the fitted concentration of half-maximal effect; % is set by controls: 0 for no effect and ±100 for the full control effect
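First compound was added to culture medium, then infected red cells at 0.1% parasitemia and 2% hematocrit (final). After incubation at 37 C under 5% CO2, luciferase detection reagent was dispensed and light output recorded.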
Pf growth 96h = Primary qHTS for delayed death inhibitors of the malarial parasite plastid, 96 hour incubation. P. falciparum luciferase reporter growth, 96 h. Potency, µM (titrated, usually from 28.7 µM), without a hit: at the top dose activity change, negative = inhibition, hits mostly inhibitors. actives 6.9% (n = 320,000); note: potency is the fitted concentration of half-maximal effect; % is set by controls: 0 for no effect and ±100 for the full control effect
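Two parasite generations (96 h, 37 C, 5% CO2) of compound exposure in infected erythrocytes (0.05% parasitemia, 2% hematocrit). Luciferase-reporter P. falciparum; decreased luminescence indicates inhibited growth, aimed at apicoplast-acting delayed death.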
AMA1-RON2 inh = qHTS for Inhibitors of AMA1-RON; Towards Development of Antimalarial Drug Lead: Primary Screen; Plasmodium falciparum AMA1 (3D7) - RON2 peptide interaction; AID 720542, 2013; Potency, µM (titrated, usually from 58.2 µM), without a hit: at the top dose activity change, negative = inhibition, usual class: inhibitors; AlphaScreen AMA1-biotinylated RON2 peptide binding; actives 0.2% (n = 360,000);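 note: potency is the fitted concentration of half-maximal effect; 0% = vehicle wells and -100% = peptide control; nearly all actives have a fitted effect of over 45% in size; some results filed as inactive show a strong effect at the top dose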
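AMA1 (3D7) with his tag at 25 nM final met compounds first, then biotinylated RON2 peptide at 25 nM; detection used donor plus acceptor beads, 10 µg/mL apiece, read by AlphaScreen after 30 min at room temperature.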
CHX counter = Cycloheximide Counterscreen for Small Molecule Inhibitors of Shiga Toxin; cell reporter, cycloheximide protein synthesis inhibition counterscreen; max response, %; actives 12% (n = 300,000); in the data active = max response mostly above about 13%, no sharp cut-off; inactive = mostly below about 14%; note: read at 38.3 µM for the half of the compounds with a filed dose; 0% is about no effect
Shiga toxin inh = A qHTS for Small Molecule Inhibitors of Shiga Toxin; inhibition, % at 38.7 µM; actives 9.2% (n = 290,000); Vero cells, Shiga toxin protein synthesis inhibition reporter; in the data active = inhibition mostly above about 28%, no sharp cut-off; inactive = mostly below about 43%; note: 0% is about no effect
The depositor's hits bear a star; ? = inconclusive; . = not tested or not shown; & = joins results of further samples; [ ] = dose if it differs, or a comment. Unless noted, calls come from the whole dose curve; as a rule, active = well fitted curve in the direction sought with a large enough effect; inconclusive = small, poorly fitted or top-dose-only effect, or another doubt; inactive = no such curve, though single readings can be large; an effect the other way counts as inactive or inconclusive.

SMILES | Tb PYK inh | LmPK inh | Pf growth 48h | Pf growth 96h | AMA1-RON2 inh | CHX counter | Shiga toxin inh
O=C(OC[C@@H]1CCCN2CCCC[C@H]12)c1cc2ccccc2oc1=O | 4% | -7% | 10% | -7% | -2% | -1 | -8
COCCSc1nnc(NS(=O)(=O)Cc2ccccc2)s1 | 0% | -9% | 3% | -6% | 6% | 2 | 6
CCOC(=O)C1CCCN(C(=O)c2ccc(-c3ccc([N+](=O)[O-])cc3)o2)C1 (centres undefined) | ? | . | 47%[activator] | 2% | ? | . | .
Cc1cc(=O)[nH]c(N/N=C/C=C/c2ccccc2)n1 | -1% | 1% | 7% | ? | 28% | 14 | 22
CN(C)CCN(Cc1ccccc1)c1ccccn1 | 0%&1% | 0%&12% | -5%&2% | ? | 0% | -4&9 | -11&-4
CC(C)CC1NC(=O)N(CC(=O)Nc2ccc(OCc3ccccc3)cc2)C1=O (centres undefined) | 4% | . | 10% | 7% | -12% | . | .
CN(CC(=O)NCc1cccc(F)c1)C(=O)c1ccco1 | 8% | 0% | 13% | -20% | 7% | -4 | -6
COC(=O)Nc1ccc(S(=O)(=O)NNC(=O)c2c(O)c3ccccc3[nH]c2=O)cc1 | -5% | 0% | . | -9% | -7% | -3 | -3
COc1cc(-c2cc(N3C(=O)Nc4ccccc4N3O)n[nH]2)cc(OC)c1OC | 1% | 0% | -9% | 32%[activator] | -20% | -2 | -8
COc1ccc(S(=O)(=O)N2CCC(C(=O)NCCN3CCOCC3)CC2)cc1OC | 4% | -1% | 17% | 23% | -1% | -6 | 10
CN(Cc1ccco1)Cc1ccc(O)c2ncccc12 | -1% | . | ? | 10µM* | . | . | .
CCOC(=O)C1CCCN(S(=O)(=O)c2ccccc2)C1 (centres undefined) | 6% | -1% | -5% | 6% | 20% | -3 | 18
C[C@]12C[C@H](O)[C@@H]3c4ccc(O)cc4CCC3[C@@H]1CCC2=O (some centres undefined) | 3% | -3% | -19% | ? | -10% | 0 | 25
CCOC(=O)c1c(C)[nH]c(C=Nc2ccc(OC)cc2)c1O | -5% | -3% | -21% | 15µM* | -4% | 20* | 84*
Cc1cccc(-c2nc(CSCC(=O)N3CCN(Cc4ccc5c(c4)OCO5)CC3)c(C)o2)c1 | -4% | 7% | -29% | 6% | -4% | -2 | 1
COc1cc(NC(=O)C2CCN(S(=O)(=O)c3ccc4[nH]c(=O)oc4c3)CC2)cc(OC)c1 | -10% | -4% | -43% | ? | 17% | 6 | -2
CNC1C(O)C(OC2C(NC(=O)C(O)CN)CC(N)C(OC3OC(CN)C(O)C(O)C3O)C2O)OCC1(C)O (centres undefined) | 1% | . | 0% | -4% | . | . | .
O=C(C1COc2ccccc2O1)N1CCN(c2nc3c(F)cc(F)cc3s2)CC1 (centres undefined) | -6% | . | 3% | 4% | -2% | . | .
O=C(COC(=O)c1ccccc1F)NNC(=O)c1ccccc1 | 1% | . | -26% | 13% | 38%[activator] | . | .
CN(C)c1ccc(/C=C(/C#N)C(=O)NCc2ccccc2)o1 | -9% | -1% | 86%[activator] | 42%[activator] | -12% | 59* | 31
NC(=O)c1ccc(C(F)(F)F)n(Cc2ccc(Cl)cc2)c1=O | -4% | 1% | -1% | ? | 9% | 25* | -8
c1csc(C2Nc3ccccc3-c3nc4ccccc4n32)c1 (centres undefined) | -7% | -3% | ? | ? | 13% | 52* | 124*
CC(C)C1OC2c3cccc4cccc(c34)C2N1c1ccccc1 (centres undefined) | -11% | 0% | ? | ? | -6% | -2 | 3
COc1cccc(-c2nc(-c3ccccc3)c(-c3ccccc3)[nH]2)c1OCC(=O)O | 8% | 3% | ? | 183%[activator] | -26% | -1 | -4
COc1ccc(S(=O)(=O)N2CCCC(C(=O)N3CCCC3)C2)cc1OC (centres undefined) | 1% | . | -6% | ? | 3% | . | .

Next records follow:
SMILES | Tb PYK inh | LmPK inh | Pf growth 48h | Pf growth 96h | AMA1-RON2 inh | CHX counter | Shiga toxin inh
COCCn1c(SCC(=O)Nc2cc(C)on2)nnc1-c1ccco1 | -6% | 25% | . | -17% | 17% | 10 | -6
Cc1cccc2cc(CN(Cc3ccco3)C(=O)c3cccs3)c(=O)[nH]c12 | 2% | 11% | 10µM* | 9.3µM* | -6% | -3 | 17
COc1ccc(OCC(=O)NNC(=O)C(=O)N2CCCC2)cc1 | 3% | -3% | 6% | 21% | 7% | 27 | -14
Cc1ccc2c(c1)CC1(CN2C)C(=O)OC(C)(C)OC1=O | -2% | 16µM* | 1% | . | -5% | 7 | 2
CCOC(=O)CNC(=O)c1cn(CC)c(=O)c2cc(OC)c(OC)cc12 | 6% | -4% | 17% | . | -5% | 1 | -7
O=C(NCCc1cccc(Cl)c1)c1cc2ccccc2oc1=O | 0% | 6% | -21% | ? | 14% | 1 | 4
CC(=O)N1CCN(S(=O)(=O)c2c(F)cc(F)c(Cl)c2F)CC1 | 0% | 3% | -15% | 39%[activator] | 8% | -4 | -8
Cc1ccc(S/C=C\C(=O)c2ccccc2)cc1 | -15% | ? | . | -25% | 59%[activator] | 44* | 79*
O=C(COc1nc2ccccc2nc1N1CCOCC1)N1CCc2ccccc21 | -2% | 5% | 1% | -13% | -5% | -2 | -6
Cc1cccc(N2CCN(C(=S)Nc3ccc4nc(N5CCN(C)CC5)cc(C)c4c3)CC2C)c1 (centres undefined) | 0% | -2% | ? | 9.3µM* | -4% | -4 | -25
COc1ccc(NC2CS(=O)(=O)CC2NCc2ccco2)cc1 (centres undefined) | -3% | -6% | 0% | 7% | -7% | -1 | -6
O=C(CCN1C(=O)c2ccc([N+](=O)[O-])cc2C1=O)Nc1cccc(O)c1 | -8% | 5% | 25% | 41%[activator] | -3% | -2 | -14
Cc1nc2ccccc2n1CCOc1ccc([N+](=O)[O-])cc1 | 3% | -1% | ? | 5% | -11% | -3 | -20
COc1ccc(N(CC(=O)Nc2cccc(N(C)S(C)(=O)=O)c2)S(=O)(=O)c2ccccc2)cc1Cl | -4% | 2% | ? | 0% | -14% | 1 | 1
CN(C)S(=O)(=O)c1ccccc1N=C=S | -6% | 1% | 0% | 26% | 0% | 0 | -2
Cc1ccc2c(c1)N(CCC(=O)NC(C)C)C(=O)CO2 | 1% | -3% | 19% | . | 1% | -4 | -13
COc1ccc(-c2nc(C(N)=O)c3[nH]c(=O)n(-c4ccccc4OC)c3n2)c(OC)c1 | 0% | -2% | . | ? | 84%[activator] | -2 | -5
N#Cc1ncn(-c2ccc(Oc3ccccc3)cc2)c1N | -4% | -1% | -14% | 27% | -11% | 12 | -11
O=c1[nH]c2cccc(Cl)c2n(CCNc2ncc(C(F)(F)F)cc2Cl)c1=O | -3% | 1% | 19% | ? | 0% | -1 | 3
CCOc1ccccc1NC(=O)c1ccc2nccnc2c1 | 2% | 1% | 21% | . | 5% | -4 | -2
O=C1c2cccc(O)c2C(=O)c2c(O)cc(CO)cc21 | 3% | . | . | . | -25% | -8 | 6
Cc1ccc(N2CC(C(=O)NCc3ccccn3)CC2=O)cc1 (centres undefined) | -7% | -9% | 1% | 18% | 23% | -2 | 22
COC(=O)Cn1cnc2ccccc2c1=O | 2% | -7% | . | . | -4% | 4 | -15
Cc1cc(Cl)n2nc(C)c(-c3ccc(Cl)cc3)c2n1 | 4% | -1% | 4% | ? | ? | 11 | -13
COc1ccccc1N(CC(=O)NCCC1=CCCCC1)S(=O)(=O)c1ccccc1 | 6% | -2% | ? | 25% | 5% | -4 | 4

Full records, quoted from the list. Order of screens: Tb PYK inh	LmPK inh	Pf growth 48h	Pf growth 96h	AMA1-RON2 inh	CHX counter	Shiga toxin inh
Cc1ccc(N2CC(C(=O)NCc3ccccn3)CC2=O)cc1 (centres undefined) as listed: -7%	-9%	1%	18%	23%	-2	22
COCCn1c(SCC(=O)Nc2cc(C)on2)nnc1-c1ccco1 as listed: -6%	25%	.	-17%	17%	10	-6
Cc1cc(=O)[nH]c(N/N=C/C=C/c2ccccc2)n1 as listed: -1%	1%	7%	?	28%	14	22
COc1ccc(N(CC(=O)Nc2cccc(N(C)S(C)(=O)=O)c2)S(=O)(=O)c2ccccc2)cc1Cl as listed: -4%	2%	?	0%	-14%	1	1
COc1ccccc1N(CC(=O)NCCC1=CCCCC1)S(=O)(=O)c1ccccc1 as listed: 6%	-2%	?	25%	5%	-4	4

(listing goes on)
SMILES | Tb PYK inh | LmPK inh | Pf growth 48h | Pf growth 96h | AMA1-RON2 inh | CHX counter | Shiga toxin inh
Cc1ccc(C)c(NC(=O)c2cc[n+](C)cc2)c1 | -5% | 1% | -35% | 273%[activator] | 1% | -5 | 1
O=C(CCC1COc2ccccc2O1)N1CCCC1 (centres undefined) | -7% | -1% | 15% | . | -8% | 8 | 8
O=C(CSc1ccc(F)cc1)Nc1nnc(-c2ccco2)o1 | 2% | . | 20% | ? | 44%[activator] | . | .
O=C(Nc1ccc(S(=O)(=O)Nc2nccs2)cc1)c1nn(-c2ccc(F)cc2)ccc1=O | -5% | 4% | ? | ? | -29% | -1 | 17
COc1cc(/C=N/NC(=O)C(=O)NCc2ccco2)cc(Cl)c1O | -5% | 2% | 14% | 41%[activator] | -24% | -1 | 1
O=C(N/N=C/C=C/c1ccco1)c1cccc([N+](=O)[O-])c1 | -5% | 1% | 9% | ? | 17% | -2 | 8
CCCC(C)n1[nH]c(=O)c2c1NC(=O)CSC2c1ccccc1 (centres undefined) | 2% | 4% | -2% | 2% | 6% | 2 | 14
C=CCOC(=O)c1sc(NC(=O)c2ccco2)nc1C | -8% | -26% | 176%[activator] | 5% | -17% | 28* | 128*
Cc1ccc(COn2c(-c3ccc(Cl)cc3Cl)nc3ncccc32)cc1 | 28% | 0% | ? | . | 10% | 13 | 14
CCc1ccc(N2C(=O)C3ON(c4ccccc4)C(c4ccco4)C3C2=O)cc1 (centres undefined) | -3% | 0% | 13% | 16% | 1% | -2 | -12
OC(c1ccc2c(c1)OCO2)c1nccc2ccccc12 (centres undefined) | -9% | -5% | 8% | ? | 22% | -2 | -10
O=C(/C=C\c1ccccc1)NCC(=O)N/N=C/c1ccc(O)cc1O | 2% | 0% | ? | ? | 111%[activator] | 9 | -6
COc1cc(OC)cc(C(=O)Nc2ccn(C)n2)c1 | -7% | . | 20% | 10% | 18% | . | .
Cc1nnc(N/N=C/c2ccc([N+](=O)[O-])cc2)n1N | 3% | 18% | 90%[activator] | 31%[activator] | 19% | 6 | -3
Cc1cccc(OCCCC(=O)Nc2ccc(Cl)c(S(=O)(=O)N3CCOCC3)c2)c1 | -5% | . | ? | ? | -1% | . | .
CCSc1nc(-c2ccccc2)nc(C(Cl)Cl)n1 | -8% | -4% | -14% | 75%[activator] | 13% | -4 | -16
Cc1nc2c(C(=O)N3CCN(C)CC3)cnn2c(C)c1Cc1ccc(Cl)cc1 | -1% | 4% | . | -32% | 0% | 1 | -15
